Bioassay records from PubChem BioAssay.
MPTP block = permeability transition pore inhibition; isolated mouse mitochondria, Ca2+ swelling absorbance, 30 min; inhibition, % at 10 µM; 360,000 compounds, 1.4% hits; AID 602449;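 active = inhibition of 50% or more, scaled per plate between neutral and stimulator controls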;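 note: 0% = DMSO wells given calcium and 100% = 1 mM EGTA wells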
SENP6 inh = blocks the human protease SENP6; 330,000 compounds, 1.8% hits; Q9GZR1; Recombinant SENP6 catalytic domain, aminoluciferin luminescence; inhibition, % at 10 µM; AID 2599;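 active = inhibition above about 50% at the single tested dose, limit read from the data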;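 note: plate controls were DMSO wells with enzyme for no effect and DMSO wells lacking enzyme for full effect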
SENP8 inh = SENP8 (human) protease inhibition; recombinant SENP8, Nedd8 substrate fluorescence; Q96LD8; inhibition, % at 20 µM; 360,000 compounds, 0.64% hits; in the data active = inhibition mostly above about 40%, no sharp cut-off; inactive = mostly below about 27%
Target sequence (Q96LD8 whole entry, looked up): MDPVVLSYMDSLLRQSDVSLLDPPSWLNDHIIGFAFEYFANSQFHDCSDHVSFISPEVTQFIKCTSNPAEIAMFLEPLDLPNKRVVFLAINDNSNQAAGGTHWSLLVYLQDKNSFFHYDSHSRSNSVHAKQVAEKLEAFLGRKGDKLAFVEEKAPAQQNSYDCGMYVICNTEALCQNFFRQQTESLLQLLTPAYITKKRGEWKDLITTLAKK
PfG6PD inh = PfG6PD (Plasmodium falciparum) enzyme inhibition; 350,000 compounds, 0.78% hits; AID 504690; inhibition, % at 20 µM; PfGluPho enzyme, NADPH resazurin-diaphorase fluorescence;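 active = inhibition reaching at least a set limit at 20 µM in the primary screen, cut at about 59% in these data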;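 note: 0% = DMSO wells with substrate and 100% = DMSO wells lacking glucose-6-phosphate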
SENP1 FRET inh = SENP1 (human) catalytic domain inhibition | Q9P0U3 | recombinant SENP1 catalytic domain, CyPet-SUMO1-YPet FRET cleavage | inhibition, % at 10 µM | 360,000 compounds, 0.21% hits;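 active = inhibition at least 30% at 10 µM, raw YFP signal under a set limit, fluorescence ratio 0.5 to 1.5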;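 note: 0% = enzyme with DMSO and 100% = no enzyme wells; some results filed as inactive read as strong as hits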
Target sequence (Q9P0U3 419-644 limits assumed): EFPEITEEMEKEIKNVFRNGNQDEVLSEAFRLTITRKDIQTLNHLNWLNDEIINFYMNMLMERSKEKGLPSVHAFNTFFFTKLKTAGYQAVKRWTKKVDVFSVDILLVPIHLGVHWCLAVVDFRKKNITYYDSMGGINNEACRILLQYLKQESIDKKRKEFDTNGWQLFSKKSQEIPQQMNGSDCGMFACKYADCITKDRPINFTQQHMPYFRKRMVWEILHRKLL
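Material – human SENP1 catalytic domain · Input – SENP1 enzyme, 20 pM final · Compound dosing – single concentration of 10 µM compound, 0.5% DMSO final · Timing – enzyme reaction for 50 min at room temperature, dark · Measured by – FRET fluorescence in CFP and YFP emission channels · Control set – no-enzyme wells low, DMSO-plus-enzyme wells high control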
hIAP activ = increases human intestinal alkaline phosphatase activity | purified human IAP, CDP-Star luminescence, 30 min; active compounds read high; 1 = vehicle-only enzyme, 0 = enzyme-free background | activation factor at 10 µM | 330,000 compounds, 0.16% hits;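 active = activation factor of the enzyme at least 2-fold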; note: the source names both 10 and 20 µM as test concentration; values of inactives mirror those of a sister screen read the other way
Target sequence (P09923 whole entry, looked up): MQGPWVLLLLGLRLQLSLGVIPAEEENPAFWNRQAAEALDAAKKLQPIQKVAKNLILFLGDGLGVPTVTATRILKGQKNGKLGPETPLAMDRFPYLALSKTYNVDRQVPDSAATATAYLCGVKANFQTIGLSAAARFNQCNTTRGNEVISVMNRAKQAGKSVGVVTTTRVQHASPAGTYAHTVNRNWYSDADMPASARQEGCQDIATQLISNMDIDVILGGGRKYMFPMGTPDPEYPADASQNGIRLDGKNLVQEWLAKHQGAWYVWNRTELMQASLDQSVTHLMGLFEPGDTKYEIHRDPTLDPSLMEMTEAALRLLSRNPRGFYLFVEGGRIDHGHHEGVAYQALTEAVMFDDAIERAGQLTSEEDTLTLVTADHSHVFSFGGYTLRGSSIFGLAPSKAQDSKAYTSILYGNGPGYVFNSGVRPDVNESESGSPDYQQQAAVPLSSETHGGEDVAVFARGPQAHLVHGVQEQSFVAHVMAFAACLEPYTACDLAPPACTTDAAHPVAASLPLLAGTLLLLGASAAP
GRIN3A LBD mod = modulators (binders) of human NR3A ligand-binding domain. NR3A LBD differential scanning fluorimetry, Tm shift; 0% = protein alone, 100% = glycine-bound protein. Tm shift relative to glycine control, % at 25 µM. 340,000 compounds, 2.5% hits;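 active = melting temperature shift of at least 10% of the positive control shift, at one fixed dose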
ATG4B inh = inhibitors of human ATG4B cysteine protease | Q9Y4P1 | ATG4B cleavage of LC3-PLA2, NBD-HPC fluorescence, 1 h | inhibition, % at 8.33 µM | 340,000 compounds, 0.51% hits | AID 504462; in the data active = inhibition above about 40%
* marks the source's active call; other numbers are inactive results; . = no result given. Rows were taken by chance. Share with any hit: about 6.7%.

SMILES	MPTP block	SENP6 inh	SENP8 inh	PfG6PD inh	SENP1 FRET inh	hIAP activ	GRIN3A LBD mod	ATG4B inh
CCOc1ccc(-c2c(C(=O)N/N=C/c3ccco3)nnn2-c2nonc2N)cc1	-3.0	8	-69	-8	0	0.84	1	-8
COc1ccc(/C=C(\C#N)C(=O)NCCCn2ccnc2)cc1	1.2	-19	10	5	0	1	1	-9
COc1ccc(C(CNC(=O)c2oc3ccc(F)cc3c2C)N2CCCCC2)cc1 (stereo not drawn)	-0.1	-14	16	24	0	1.1	1	-5
N#CC(C#N)=c1ccc2c(c1)N1C3=C(CCCC3)CC3CCCCC31N=2 (stereo not drawn)	12	21	43*	46	62	1	-5	0
O=C(c1cccc(C(F)(F)F)c1)N1CCC(O)(CS(=O)(=O)Cc2ccc(Cl)cc2)CC1	1.6	-12	11	3	2	1.1	-1	-11
COc1ccc(C(=O)C2CCN(CC(=O)NCc3ccccc3)CC2)cc1	0.3	9	10	-9	1	0.97	0	0
O=C(NCCc1ccccc1)c1n[nH]c(=O)c2ccccc12	-0.4	-4	6	1	0	1.1	0	-11
CCCC(=O)N1CC2(CCC)CN(C(=O)CCC)CC(CCC)(C1)C2=O	2.0	6	17	-17	-1	1.1	0	-3
O=C(CSC1=NC(=O)C(c2ccccc2)C(=O)N1)Nc1ccccc1[N+](=O)[O-] (stereo not drawn)	-2.2	2	9	-4	1	1.1	-1	-7
COc1ccc(Cl)cc1N(CC(=O)NCC(C)C)S(=O)(=O)c1ccc(C)c([N+](=O)[O-])c1	0.1	-3	14	-12	3	0.96	2	-2
Cc1ccccc1NC(=O)Nc1c(C)n(C)n(-c2ccccc2)c1=O	-1.6	-6	0	8	3	1.1	3	-4
Cc1cc(NC(=O)c2ccc(C(C)(C)C)cc2)no1	-0.2	.	10	-3	1	.	-1	3
O=C1CCN(C(=O)c2ccccc2)c2ccccc21	-1.2	.	2	-5	1	.	.	.
CN(C)C(=O)/C(C#N)=C\c1cc(Br)c(Sc2ccc(Cl)cc2)o1	-3.2	.	-12	107*	-24	.	-16	6
COC(=O)c1cccc(NC(=O)c2nn(C(C)C)c(=O)c3ccccc23)c1	5.9	6	17	-9	-1	0.92	0	-4
C=CC1=C2C=C(C3CC3)N(C3CC3)C=C2C(=O)C(C)(OC(=O)c2ccco2)C1=O (stereo not drawn)	-1.1	8	-51	26	-13	1.1	-4	9
COc1ccccc1/C=C/C(=O)N1CCOCC1	-1.5	-2	-62	-13	2	0.88	0	-11
CCOC(=O)c1sc(-n2[nH]c(C)cc2=O)nc1C	0.6	-8	23	-17	1	0.87	-3	10
O/N=C1\CCCc2oc3c(c21)CCCC3	-1.5	9	8	5	2	1.1	-2	-6
CC1(C)CC(NS(=O)(=O)c2ccccc2)CC(C)(C)N1	-0.3	13	19	3	0	1.1	-1	11
CCCCN(C(=O)CCC(=O)Nc1cc(C)on1)C(C(=O)NC1CCCC1)c1ccc(OCC)cc1 (stereo not drawn)	0.0	-11	12	15	2	1.1	0	-7
Cc1nn(C)cc1/C=N/NC(=O)c1sc2ccccc2c1Cl	0.6	-2	-16	-1	-2	0.8	-25	-19
CCc1ccc(NC(=O)C2CCCN(S(=O)(=O)c3cccs3)C2)cc1 (stereo not drawn)	0.6	-15	12	28	3	1.1	-10	-13
CCOc1cc(NC(=S)NCC2CCCO2)c(OCC)cc1NC(=O)c1ccccc1F (stereo not drawn)	-0.9	13	-25	11	-13	1	-9	1
COc1ccccc1N(CC(=O)NC1CCCC1)C(=O)CCC(=O)Nc1cc(C)on1	2.7	-1	15	-24	-1	1	-2	0
O=C(NN=Cc1ccc2c(c1)CCN2)c1cccs1	0.9	.	0	6	1	.	.	.
COc1ccccc1CCNC(=O)c1csc2c1CCCC2	-1.9	-12	9	-8	0	0.89	0	10
COc1ccc(-c2cc3c(=O)n(CC(=O)NCCCN4CCC(N5CCCCC5)CC4)nc(C)n3n2)cc1	-0.2	9	-123	5	-6	1.1	1	2
COc1ccc(N2CCN(C(CNC(C)=O)c3ccc4c(c3)OCO4)CC2)cc1 (stereo not drawn)	-1.2	-15	24	-8	3	1.2	2	6
Cc1ccc(C(CNC(=O)Nc2ccc(Cl)cc2)N2CCN(C)CC2)cc1 (stereo not drawn)	-0.8	7	19	-1	0	1.1	0	6
CCCCN1CC(COCc2ccccc2)Oc2cccc(Oc3ccc(OC)cc3)c2S1(=O)=O (stereo not drawn)	-0.8	.	12	-2	0	.	-2	4
CCn1cc(C(=O)Nc2ccc3c(c2)OCCO3)c2cc(OC)c(OC)cc2c1=O	-2.0	-8	12	38	-3	1	1	-12
O=C(N/N=C/c1cccnc1)c1ccccc1OCc1ccc(Br)cc1	0.5	-5	11	42	0	0.86	-4	-7
O=C(NCCOc1ccccc1)C1CCCN1C(=O)c1cccs1 (stereo not drawn)	0.9	-7	24	13	3	1.1	1	-10
Cc1ccc(N2CC(O)=C(c3nc4ccccc4c(=O)[nH]3)C2=N)cc1C	-1.0	-2	-382	1	1	1.2	-2	46*
C=CCN=C1S/C(=C\c2ccc(Cl)cc2)C(=O)N1CC=C	3.6	-4	19	4	1	0.86	0	10
O=C(CC(CC(=O)c1ccccc1)c1ccccc1)c1ccccc1	1.7	-15	6	10	1	0.87	-1	2
Cc1ccc(S(=O)(=O)N2CCN(C(=O)CNC(=O)c3ccc(Br)o3)CC2)cc1	0.2	-17	2	0	-1	1.3	1	-11
CCOC(=O)CN(c1ccccn1)S(=O)(=O)c1ccc(OC)cc1	-1.0	10	-312	-13	0	0.93	0	6
O=C(CSc1nnc(NC(=O)c2c(F)cccc2F)s1)NCc1ccc(F)cc1	-0.1	-13	7	-32	1	1	0	3
COc1cccc(-c2csc(N3CCN(C(=S)Nc4ccccc4Cl)CC3)n2)c1	3.5	-16	6	0	-1	1	0	13
Cc1ccccc1CSCC(=O)Nc1ccccc1Br	-0.5	9	12	30	2	0.94	-1	21
O=C(C1=C[C@@H](C2CCCCC2)C[C@@H](OCCCCO)O1)N1CCN(Cc2ccccc2)CC1	-0.7	10	4	2	-2	0.95	-1	1
Cn1nc(-c2ccccc2)c(CN2CCN(c3ncccn3)CC2)c1Cl	-2.0	-1	8	-2	1	1.1	-1	3
COc1ccc(CNS(=O)(=O)CCNCc2ccccc2OC)cc1	-2.2	.	4	3	-2	.	2	.
CCN(CC)CC(=O)Nc1ccc([N+](=O)[O-])cc1	-1.3	-12	24	3	1	1.1	-3	-4
Cc1cc(NC(=O)CSc2nc(=O)n(CCCN(C)C)c3c2CCCC3)no1	-0.9	0	-10	-3	0	1.1	1	9
CCn1c(Cc2ccccc2)nnc1SCC(=O)c1cccc([N+](=O)[O-])c1	0.3	18	10	5	1	1	0	-12
COC(=O)c1ccccc1NC(=O)c1ccc2nccnc2c1	-0.4	-8	-162	4	-28	0.96	1	-8
O=C(CSc1ccc2nnc(-c3ccc(F)cc3)n2n1)NCC1CCCO1 (stereo not drawn)	-1.3	5	-183	17	3	1.2	0	-3
COc1ccc(C(=O)Nc2ccc3c(c2)CCCN3C(=O)c2cccs2)c(OC)c1	-2.1	-10	15	-1	-1	1.2	2	-4
COc1ccc(C(=O)Nc2nc3cc4c(cc3s2)OCO4)c(OC)c1	1.8	-10	-403	-6	-2	0.94	-3	0
CC(C)NC(=O)NC(=O)COC(=O)c1c2c(nc3ccccc13)CCC2	1.5	18	-24	8	2	0.96	-2	-2
Nc1cc(C(=O)OCC(=O)N2CCCC2)ccc1Cl	-0.8	-1	-345	11	0	0.99	9	-8
CN1CCN(S(=O)(=O)c2ccc(Br)c3ccccc23)CC1	0.7	2	12	-21	4	0.9	-1	-8
COC(=O)C1CCN(C(=O)COC(=O)CNC(=O)c2ccc(Cl)cc2Cl)CC1	-2.1	-23	18	-14	0	0.88	-1	17
CC(=O)c1ccc(S(=O)(=O)Nc2ccccc2C(=O)NC2CC2)cc1	-1.5	6	6	-21	1	0.92	0	-2
COCCOC(=O)c1c(C)nc(SCC(=O)Nc2ccc(C)cc2)c(C#N)c1-c1ccco1	0.4	-9	-19	10	2	1	-13	-21
CCOC(=O)Cc1cnc(NC(=O)CSc2nc(N)cc(=O)[nH]2)s1	-1.1	3	-3	-12	1	1.1	-1	7
Cc1nn(CC(=O)Nc2ccc(F)cc2)c(=O)c2ccccc12	1.4	-16	23	-12	3	0.99	3	10

The last four entries of the part above come first, to join the parts.
SMILES	MPTP block	SENP6 inh	SENP8 inh	PfG6PD inh	SENP1 FRET inh	hIAP activ	GRIN3A LBD mod	ATG4B inh
CC(=O)c1ccc(S(=O)(=O)Nc2ccccc2C(=O)NC2CC2)cc1	-1.5	6	6	-21	1	0.92	0	-2
COCCOC(=O)c1c(C)nc(SCC(=O)Nc2ccc(C)cc2)c(C#N)c1-c1ccco1	0.4	-9	-19	10	2	1	-13	-21
CCOC(=O)Cc1cnc(NC(=O)CSc2nc(N)cc(=O)[nH]2)s1	-1.1	3	-3	-12	1	1.1	-1	7
Cc1nn(CC(=O)Nc2ccc(F)cc2)c(=O)c2ccccc12	1.4	-16	23	-12	3	0.99	3	10
O=C1C=C(Nc2ccc(O)cc2)C(=O)c2ccccc21	8.1	97*	40	6	0	0.91	-4	10
CC(C)n1cc(CN2CCC(n3nccc3NC(=O)CCCc3ccccc3)CC2)cn1	-1.4	15	2	-3	1	1.3	3	-5
CCC(=O)N1CCN(c2ccccc2NC(=O)c2cccc(C)c2)CC1	-0.3	-19	5	-12	3	0.95	0	-4
CCc1nc(SCC(=O)c2cccc([N+](=O)[O-])c2)n[nH]1	0.3	-7	13	0	-3	1.2	3	-4
Cc1ccc2c(c1)N(CC(=O)NCCCN1CCCCC1)C(=O)CO2	-1.7	0	11	-4	1	0.86	-3	3
Cc1nnc(NC(=O)CSc2nnc(Cc3ccccc3)n2Cc2ccccc2)s1	-3.0	4	15	-41	1	1	-1	-9
C/C=C/c1cnc2c(c1)C(=O)N([C@@H](C)CO)C[C@H](C)[C@@H](CN(C)S(=O)(=O)c1ccc(C)cc1)O2	0.4	.	14	3	2	.	.	.
CCn1c(N2CCN(C(=O)/C=C/c3ccccc3)CC2)nc2ccccc21	0.6	11	15	-15	-1	1.1	2	3
O=C(CCN1C(=O)c2ccccc2C1=O)N1CCC(c2ccccc2)C1 (stereo not drawn)	2.3	-11	20	-2	-1	1.2	-1	-7
O=C(CN(c1ccccc1F)S(=O)(=O)c1ccccc1)Nc1ccc2c(c1)OCCO2	0.3	-13	3	29	0	1.2	-7	-3
CCOC(=O)C(NC(C)=O)C(O)c1ccc([N+](=O)[O-])cc1 (stereo not drawn)	-0.9	9	4	-11	1	0.86	1	-4
COc1cccc(/C=C/C(=O)OCC(=O)Nc2cc(S(=O)(=O)N3CCOCC3)ccc2C)c1	0.1	3	-302	-2	0	0.89	-1	-10
CC(C)Oc1cccc(-c2cc(C(=O)NC(=S)N(C)c3ccccc3C(=O)O)c3ccccc3n2)c1	0.2	-5	-406	24	1	0.81	0	-5
CC(=O)c1ccc(OCCCC(=O)Nc2cccc(S(=O)(=O)N3CCOCC3)c2)cc1	0.7	0	0	-1	2	0.91	2	-7
CCOc1ccc(NC(=O)c2ccccc2-c2ccccc2C(=O)O)cc1	0.6	-2	17	-18	3	1	-2	1
CC(C)OC(=O)CSc1nc2cc3c(cc2cc1C#N)OCO3	0.3	1	-74	11	-6	1	0	-5
Cc1nnc(SCC(=O)NC(=O)NC(C)C)s1	-0.6	-7	0	-7	3	0.95	-2	-6
Cc1ccccc1N(C(=O)c1csnn1)C(C(=O)NC(C)(C)C)c1cccs1 (stereo not drawn)	-2.2	-12	14	12	2	1.1	-1	1
O=C(COc1ccccc1)Nc1ccncc1	-3.7	-10	2	-15	1	1	4	-3
